Screens: PubChem BioAssay, several laboratories
dFosB activator = enhances mouse delta FosB homodimer DNA binding | P13346 | purified delta FosB, TAMRA-CDK5 oligo fluorescence polarization; percent of positive-control signal above neutral wells | activation, % at 25 µM | hit rate 0.99% among 340,000 | AID 493131;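 active = mean activation above about 17%, with every replicate also reaching it, limit read from the data, passing the limit was not always enough; inconclusive = only one of the two conditions met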;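 also: fluorescence polarization rise as delta FosB binds a TAMRA Cdk5 AP-1 oligo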
PvdQ inh = blocks Pseudomonas aeruginosa PvdQ acylase activity. hit rate 0.063% among 340,000. AID 488965. inhibition, % at 10 µM. purified PvdQ acylase, fluorescence plate reader; in the data active = inhibition above about 30%, passing the limit was not always enough; inconclusive = no clear call, values can overlap the other calls;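 also: 0% = vehicle neutral wells and 100% = reference inhibitor wells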
SR-BI uptake up = activators of SR-BI mediated HDL lipid uptake; CHO ldlA[mSR-BI] cells, DiI-HDL uptake fluorescence, 3 h; 100 = double the neutral-control signal; activation, % at 12.5 µM; hit rate 0.096% among 320,000; AID 504775;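 active = mean replicate activation of at least 60% and every replicate at or above 60%; inconclusive = mean or all-replicate condition met, but not both; inactive = mean below 60% and not all replicates reaching 60%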;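 also: 0% = median plate neutral-control signal and 100% = twice that signal; values of inactives mirror those of a sister screen read the other way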
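Material – SR-BI-overexpressing, LDLR-lacking CHO cells · Medium – BSA-supplemented, HEPES-buffered Ham's F12, pH 7.4 · Doses – single concentration · Times – compound with DiI-HDL co-incubation, 3 h at 37 °C · Measured by – bottom-read fluorescence, 550/595 nm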
SR-BI HDL uptake = mouse SR-BI HDL lipid transfer inhibition. Q61009. ldlA[mSR-BI] CHO cells, DiI-HDL uptake fluorescence, 3 h. inhibition, % at 12.5 µM. hit rate 0.96% among 320,000;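 active = mean replicate inhibition of at least 70% and a set share of replicates each scoring 70 or more; inconclusive = meets just one of the two criteria; inactive = fails both criteria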;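 also: 0% = median of neutral control wells and 100% = median of positive control wells; values of inactives mirror those of a sister screen read the other way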
Target sequence (Q61009 whole entry, looked up): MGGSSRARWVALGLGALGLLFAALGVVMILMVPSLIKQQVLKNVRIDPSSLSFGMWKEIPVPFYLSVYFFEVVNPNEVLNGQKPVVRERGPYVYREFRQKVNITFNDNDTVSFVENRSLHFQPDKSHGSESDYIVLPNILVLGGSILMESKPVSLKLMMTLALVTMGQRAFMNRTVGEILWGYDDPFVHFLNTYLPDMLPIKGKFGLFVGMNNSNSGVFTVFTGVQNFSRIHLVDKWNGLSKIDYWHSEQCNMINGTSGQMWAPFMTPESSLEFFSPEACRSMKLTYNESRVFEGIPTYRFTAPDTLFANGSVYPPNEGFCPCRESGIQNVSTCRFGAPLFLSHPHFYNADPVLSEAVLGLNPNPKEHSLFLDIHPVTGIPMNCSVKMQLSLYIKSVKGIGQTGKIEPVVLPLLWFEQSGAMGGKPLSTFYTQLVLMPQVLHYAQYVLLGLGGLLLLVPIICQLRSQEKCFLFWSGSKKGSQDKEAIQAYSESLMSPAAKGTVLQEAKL
CDK5 inh = CDK5/p35 (human) kinase inhibition; Q00535+Q15078; Recombinant CDK5/p35, ADP-Glo luminescence, 60 min; inhibition, % at 10 µM; hit rate 0.01% among 330,000; AID 488839;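 active = highest replicate inhibition of at least 50% and at least 75% of replicates reaching 50%; inconclusive = only one of the two criteria met; inactive = both criteria failed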;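 also: plate controls were DMSO neutral control for no effect and GW8510 at 10 µM for full effect; many of its hits are not listed in these tables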
Rtt109 Vps75 = inhibitors of Candida albicans Rtt109/Vps75 histone acetyltransferase; Q5AAJ8; purified Rtt109/Vps75, ThioGlo CoA-SH fluorescence, 4 h; inhibition, % at 34.9 µM; hit rate 0.16% among 330,000; AID 540336;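 active = inhibition of at least 50% in every replicate; inconclusive = best replicate reaches 50% inhibition but some replicates fall short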
Target sequence (Q5AAJ8 whole entry, looked up): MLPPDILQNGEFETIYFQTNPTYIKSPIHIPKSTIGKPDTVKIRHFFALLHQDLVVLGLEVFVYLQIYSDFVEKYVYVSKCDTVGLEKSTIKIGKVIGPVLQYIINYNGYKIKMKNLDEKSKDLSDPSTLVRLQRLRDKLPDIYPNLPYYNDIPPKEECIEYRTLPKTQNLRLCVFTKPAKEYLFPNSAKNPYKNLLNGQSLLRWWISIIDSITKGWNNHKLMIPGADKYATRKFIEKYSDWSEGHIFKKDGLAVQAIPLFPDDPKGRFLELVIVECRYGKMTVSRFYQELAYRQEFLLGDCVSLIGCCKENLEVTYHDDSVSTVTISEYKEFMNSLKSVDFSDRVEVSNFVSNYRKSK
Wnt act = Wnt/beta-catenin pathway activation; Wnt/beta-catenin reporter cell assay, activator, plate reader; activation, % at 9.35 µM; hit rate 1.2% among 300,000; AID 743398; in the data active = activation above about 30%, passing the limit was not always enough; inconclusive = no clear call, values can overlap the other calls;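 also: 0% = neutral control wells and 100% = positive control wells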
RTF Ca sens act = increases calcium sensitivity of human cardiac regulated thin filaments; P19429+P45379; IANBD-labeled TnC RTF fluorescence at EC20 calcium; 0% EC20 calcium, 100% full calcium; activation, % at 7.2 µM; hit rate 0.24% among 340,000; AID 493008;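 active = activation above the mean over all tested compounds plus 3 SD, cut at about 30% in these data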;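 also: rise in fluorescence read as greater calcium sensitivity of cardiac thin filaments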
HTR5A ag ctr = counter-screen for OPRM1-OPRD1 agonists: human HTR5A agonism; hit rate 0.61% among 340,000; P47898; activation, % at 9.3 µM; HTR5A agonist assay, luminescence, cell-based; in the data active = activation mostly above about 9.5%, no sharp cut-off; inactive = mostly below about 7.6%;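 also: 0% = cells with vehicle only and 100% = reference agonist; strong numbers were not always called active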
MITF TRPM1 HTS = increases MITF-driven TRPM1 promoter luciferase signal; SK-MEL-5 TRPM1-promoter luciferase, 24 h; % of positive control, neutral wells = 0; activation, % at 12.5 µM; hit rate 0.75% among 300,000; AID 588334;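 active = mean activation of at least 80% with every replicate also reaching 80%; inconclusive = mean reaches 80% but some replicate falls short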;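 also: 0% = neutral control wells and 100% = parthenolide positive control wells; values of inactives mirror those of a sister screen read the other way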
Starred values were filed as active, the others as inactive; ? = inconclusive; . = no result given.

SMILES	dFosB activator	PvdQ inh	SR-BI uptake up	SR-BI HDL uptake	CDK5 inh	Rtt109 Vps75	Wnt act	RTF Ca sens act	HTR5A ag ctr	MITF TRPM1 HTS
C[C@H](OC(=O)c1[nH]cnc1C(=O)N1CCN(C(=O)OC(C)(C)C)CC1)c1ccccc1	-6.2	1.3	5.1	-5.1	0.2	-6.2	-1.6	9.9	4.2	0.1
CCCc1nnc(NC(=O)CCC(=O)NCc2ccccc2OC)s1	8.7	-8.8	11.5	-11.5	1.3	0.4	.	9.4	-2.3	6.1
O=C(CSc1nc(N2CCCCC2)nc(N2CCCCC2)n1)N1CCN(c2ccccc2)CC1	0.1	-0.4	.	.	0.7	-2.3	.	0.0	2.0	-15.0
CC1CCCCN1CCNC(=O)CC1Oc2ccccc2NC1=O (stereo not drawn)	-6.9	-20.1	12.3	-12.3	0.1	-9.0	-0.5	5.0	2.6	-7.7
CC1CN(C(=O)c2ccccc2NS(=O)(=O)c2ccc(Cl)cc2)CC(C)O1 (stereo not drawn)	-5.1	-1.8	10.6	-10.6	0.2	0.6	-3.7	-2.5	1.1	-4.1
Clc1ccc(-c2nc(/C=N/N3CCOCC3)c3ccccn23)cc1	-6.2	-3.8	-61.5	61.5	1.6	2.0	.	2.1	1.1	-3.8
CC1SCCN1S(=O)(=O)c1ccc2ccccc2c1 (stereo not drawn)	-11.8	-10.5	-2.4	2.4	-0.9	4.0	.	8.8	0.1	-2.5
CC1CCCCC12NC(=O)N(CC(=O)N1CCN(S(=O)(=O)c3ccc4c(c3)CCC4)CC1)C2=O (stereo not drawn)	-9.0	5.2	49.7	-49.7	-0.7	4.1	-1.9	0.8	1.3	4.4
CCOC(=O)C1CCC(=O)C1 (stereo not drawn)	2.4	-14.1	-8.2	8.2	-1.1	-4.0	-1.7	9.3	1.1	-2.5
O=C(N/N=C(\c1ccccc1)c1cccnc1)c1cccc(F)c1	-29.4	-2.2	-24.8	24.8	-1.8	8.7	-6.2	-4.2	-4.6	-89.2
O=C(Cn1ccc(NC(=O)OCc2ccccc2)nc1=O)NCc1nc2ccccc2[nH]1	-12.5	6.5	26.3	-26.3	0.3	-1.6	-1.4	-6.6	-1.9	2.9
Cc1cc(C)cc(-n2c(C)c3c(C)nnc(C)c3c2C)c1	-13.8	-3.2	-39.2	39.2	-1.0	-5.8	-2.6	-1.5	-5.9	-3.8
O=C(NC1CC1)c1cc2c(s1)CS(=O)(=O)C2	1.8	-10.9	7.7	-7.7	-5.5	3.4	1.4	3.3	1.0	-4.6
O=C(COC(=O)Cc1cccc(C(F)(F)F)c1)NC1CCS(=O)(=O)C1 (stereo not drawn)	4.5	-3.8	18.3	-18.3	-1.9	-1.7	-6.0	-5.7	3.5	-0.6
Cc1c(C(=O)N2CCCCCC2)c(S(=O)(=O)Nc2ccc(F)cc2)c(C)n1C	-1.6	-3.2	4.5	-4.5	0.0	-1.4	1.6	-0.1	-0.7	-5.3
COc1ccc(S(=O)(=O)N(C)C)cc1NC(=O)CSc1nncs1	-2.7	-13.4	-19.6	19.6	-2.4	-7.8	1.0	6.4	-1.4	6.5
Cc1c(C(=O)NCc2cccnc2)oc2ccc(S(=O)(=O)N3CCCCCC3)cc12	-1.6	-8.2	-63.1	63.1	-0.1	-15.7	.	8.7	-3.9	.
CC1CCC2(CC1)NC(=O)N(Cc1nc(-c3ccccc3)no1)C2=O (stereo not drawn)	-8.3	-6.6	-12.8	12.8	-0.5	0.3	.	1.6	3.2	1.4
CCOC(=O)c1ccccc1NC(=O)c1ccccc1NS(C)(=O)=O	-11.9	-8.3	-7.9	7.9	1.6	-2.8	.	-1.8	3.5	-6.8
Cc1cccc(C(=O)O[C@H]2[C@H](Cc3ccccc3)NS(=O)(=O)[C@H]3CC4C=C[C@]23O4)c1	1.5	-8.8	14.8	-14.8	0.9	1.1	-2.1	3.9	1.4	-6.4

6 entries from above, ordered by SMILES length, highest first:
SMILES	dFosB activator	PvdQ inh	SR-BI uptake up	SR-BI HDL uptake	CDK5 inh	Rtt109 Vps75	Wnt act	RTF Ca sens act	HTR5A ag ctr	MITF TRPM1 HTS
Cc1cccc(C(=O)O[C@H]2[C@H](Cc3ccccc3)NS(=O)(=O)[C@H]3CC4C=C[C@]23O4)c1	1.5	-8.8	14.8	-14.8	0.9	1.1	-2.1	3.9	1.4	-6.4
Cc1c(C(=O)N2CCCCCC2)c(S(=O)(=O)Nc2ccc(F)cc2)c(C)n1C	-1.6	-3.2	4.5	-4.5	0.0	-1.4	1.6	-0.1	-0.7	-5.3
O=C(COC(=O)Cc1cccc(C(F)(F)F)c1)NC1CCS(=O)(=O)C1 (stereo not drawn)	4.5	-3.8	18.3	-18.3	-1.9	-1.7	-6.0	-5.7	3.5	-0.6
COc1ccc(S(=O)(=O)N(C)C)cc1NC(=O)CSc1nncs1	-2.7	-13.4	-19.6	19.6	-2.4	-7.8	1.0	6.4	-1.4	6.5
Cc1cc(C)cc(-n2c(C)c3c(C)nnc(C)c3c2C)c1	-13.8	-3.2	-39.2	39.2	-1.0	-5.8	-2.6	-1.5	-5.9	-3.8
O=C(NC1CC1)c1cc2c(s1)CS(=O)(=O)C2	1.8	-10.9	7.7	-7.7	-5.5	3.4	1.4	3.3	1.0	-4.6

Further records.
SMILES	dFosB activator	PvdQ inh	SR-BI uptake up	SR-BI HDL uptake	CDK5 inh	Rtt109 Vps75	Wnt act	RTF Ca sens act	HTR5A ag ctr	MITF TRPM1 HTS
COc1ccccc1NC(=O)C(C)OC(=O)Cc1n[nH]c(=O)c2ccccc12 (stereo not drawn)	-3.2	7.6	10.5	-10.5	-0.1	-2.7	-1.7	5.6	-1.0	-4.7
Oc1ccc(Br)cc1-c1ccnn1-c1ccccc1	-0.6	11.9	7.8	-7.8	3.6	4.1	0.1	3.8	5.1	.
COc1ccc(C(=O)OCC(=O)Nc2cccc(C(C)=O)c2)c(OC)c1OC	-2.4	-16.1	.	.	0.8	1.5	1.0	-1.6	-5.1	7.2
CC(=O)N1CCc2cc(S(=O)(=O)NCCN3CCC(C)CC3)ccc21	-0.3	-11.9	19.0	-19.0	0.8	0.9	-2.7	-2.3	1.6	12.6
O=C(c1ccc(CNc2c(NC3CCCCC3)c(=O)c2=O)cc1)N1CCc2ccccc21	2.1	-15.7	-14.2	14.2	-1.7	-1.7	-2.8	4.2	0.3	-46.5
CC(CNc1ccc(Cl)cc1)(CNc1ccc(Cl)cc1)[N+](=O)[O-]	2.9	-5.4	13.6	-13.6	1.6	-3.1	-3.7	-3.3	-2.5	0.0
CCOC(=O)CC(=O)Nc1nc2ccccc2s1	-7.7	1.0	7.6	-7.6	0.0	-10.8	-0.3	0.3	-0.7	.
COC(=O)C1=C(C)N(c2ccc(OC)c(OC)c2)C(=O)/C1=C\c1cccs1	-6.7	-5.9	-14.5	14.5	-1.2	-12.0	-0.8	1.3	-6.4	6.1
CCCCn1nc2cc(C(=O)NCCc3ccc(C)cc3)ccc2c1OCC	-5.7	-13.5	1.4	-1.4	0.2	-3.9	0.7	12.1	-1.1	7.8
Cc1nc(SCC(=O)Nc2c(C)n(C)n(-c3ccccc3)c2=O)nc(C)c1C	8.7	-8.2	12.9	-12.9	0.1	1.9	.	1.1	-1.5	-0.5
Cc1ccc(-c2cc(C(=O)N3CCCC3)no2)cc1	-5.2	3.6	-8.9	8.9	0.3	37.9	0.8	0.1	-1.4	-8.6
CC(C)(C)c1ccc(C(=O)NNC(=O)c2cccc(-n3cnnn3)c2)cc1	-8.9	3.2	.	.	1.1	3.1	-1.0	-4.6	-2.8	-8.0
O=C(CC1S/C(=N/N=C/c2cccs2)NC1=O)Nc1ccc(Cl)cc1 (stereo not drawn)	?	-8.8	-7.0	7.0	-0.7	1.1	-1.4	0.7	-0.2	-3.3
Cc1ccc2c(CN3CCN(S(=O)(=O)c4ccc5c(c4)OCCO5)CC3)cc(=O)oc2c1C	-11.7	-9.1	1.6	-1.6	1.4	2.8	.	5.5	5.0	.
CCN(C[C@H]1N[C@@](CC)(C(=O)OC)[C@H]2C(=O)N(Cc3ccccc3)C(=O)[C@@H]12)C(=O)c1ccc(F)cc1	-4.3	-18.8	-0.9	0.9	0.3	-1.9	-0.7	-6.0	1.1	3.2
C=C(C)c1cccc(C(C)(C)NC(=O)N2CCN(C/C=C/c3ccccc3)CC2)c1	4.4	-5.3	-16.1	16.1	-1.7	4.9	.	-2.4	1.3	-1.7
O=C(Nc1ncccn1)C1=C(O)c2ccccc2S(=O)(=O)N1Cc1ccccc1	-0.9	-9.9	15.4	-15.4	1.0	-7.1	-2.2	3.1	1.1	0.3
CN(C)CCNc1cnn(-c2ccccc2)c(=O)c1Cl	-0.8	-9.3	29.2	-29.2	-0.9	-1.8	-0.9	7.0	-0.6	5.2
Cc1cc(-n2c(C)cc(C(=O)CN3C(=O)C(=O)N(C)C3=O)c2C)no1	-2.2	2.0	3.9	-3.9	0.4	2.8	-3.6	-2.5	10.7	-1.8
Cc1ccc(OCCN2C(=O)NC3(CCc4ccccc4C3)C2=O)cc1 (stereo not drawn)	-5.6	1.4	30.0	-30.0	0.0	.	-2.3	-2.5	-2.8	0.0
OC(COCC1COc2ccccc2O1)CN1CCc2ccccc2C1 (stereo not drawn)	-6.7	-13.1	.	.	0.7	1.1	.	-0.9	1.0	4.0
Cn1c(-n2c(CCCN3C(=O)c4ccccc4C3=O)nc3ccccc3c2=O)nc2ccccc21	0.6	-2.8	-27.2	27.2	-0.9	1.6	.	3.2	2.0	2.4
CC(C)CNC(=O)C1(N2C(=O)c3ccccc3C2=O)CCCC1	-0.2	1.4	-4.0	4.0	0.0	5.4	.	-7.3	-2.1	-15.1
CCOC(=O)C(CC)Sc1ccc2nnc(CCNS(=O)(=O)c3ccccc3)n2n1 (stereo not drawn)	-5.6	1.0	-2.2	2.2	0.3	19.2	-0.8	4.6	4.9	-1.6

Rows are unselected; about 4.4% have a hit in one of these screens.
